Compound activity: PubChem, Sanford-Burnham Center for Chemical Genomics
EphA4 KYL inhibition: inhibitors of EphA4 binding to KYL peptide, primary screen, biochemical, colorimetric, mouse EphA4 (AID 689); one-dose inhibition, % at 10 µM; IC50 in µM for titrated hits; actives 0.1% (n = 62,000); EphA4-AP binding to KYL peptide, pNPP A405; higher % means a stronger effect; in the data active = a potency from the dose series; inactive = the rest, 99 in 100 with inhibition below about 22%
* marks the source's active call; other numbers are inactive results. The list is partial (hit frequency here may not be typical).

Structure	EphA4 KYL inhibition
CC(=O)Nc1ccc(S(=O)(=O)N2CCCN(S(=O)(=O)c3ccc(C)cc3)CC2)cc1	-5%
CCOC(=O)C1=C(C)OC(N)=C(C#N)C1c1ccc(O)c(OC)c1 (stereo not drawn)	1%
N#Cc1ccsc1NC(=O)CN1CCN(c2ccccn2)CC1	1%
Cc1ccc(C)c(N2CCN(C(=O)C(Cc3ccccc3)n3cccc3)CC2)c1 (stereo not drawn)	24%
CCOc1ccccc1N(CC(=O)Nc1ccc(S(=O)(=O)N2CCOCC2)cc1)S(=O)(=O)c1ccccc1	-5%
COCCNC(=O)c1onc(CSc2cccc(C)c2)c1C(=O)O	-8%
O=C(/C=C/c1ccc(Br)cc1)NC1CCCCCC1	-7%
Cc1sc2nc(SCC(=O)NCc3ccco3)n(-c3ccccc3)c(=O)c2c1C	38%
CCc1ccccc1NC(=O)N[C@@H](C)C(=O)OC	-2%
CCCOc1cccc(C(=O)Nc2ccc(Cl)cn2)c1	5%
O=C(Nc1ccncc1)c1cn(-c2ccccc2)nc1-c1cccs1	-4%
CC1(C)N=C(N)NC(Nc2cccc(Br)c2)=N1	4%
Cc1ccc(C)c(N2CCN(C(=O)CCCCn3c(=O)[nH]c4ccccc4c3=O)CC2)c1	8%
CC1CN(S(=O)(=O)c2cccc(-c3cn4cccnc4n3)c2)CC(C)O1 (stereo not drawn)	7%
CC(C)CC(=O)N1CCC(N2CCN(c3ccccc3)CC2)CC1	-11%
COc1cc(/C=N/n2cnnc2)cc(OC)c1O	-16%
COc1ccc(C2C(C(=O)OCC(=O)NC(C)(C)C)CCC(=O)N2c2ccc(C)cc2)cc1OC (stereo not drawn)	-10%
O=c1nc2n(c3ncccc13)CCC2	-14%
COc1ccc(-c2cc(C(=O)N(C)Cc3ccccc3)no2)cc1OC	0%
CCc1ccccc1NC(=O)CSc1nnc([C@@H](NC(=O)OC(C)(C)C)C(C)CC)o1 (stereo partly drawn)	-12%
O=S1(=O)CCN(Cc2cccc(Cl)c2)CC1	-4%
COc1ccc(N2CC(C(=O)Nc3ccc(S(=O)(=O)Nc4nc(C)cc(C)n4)cc3)CC2=O)cc1 (stereo not drawn)	4%
COc1ccc(OCCSc2nnc(CCNC(=O)c3ccc(Cl)c(Cl)c3)n2C)cc1	-16%
COc1ccc(N2CCN(CCNC(=O)C3CC(=O)N(C4CCCC4)C3)CC2)cc1 (stereo not drawn)	-19%
N#CC(C#N)=CC1=C2OC(c3ccccc3)=CC(c3ccccc3)=C2CCC1	-5%
Cc1ccc(NC(=O)CN2C(=O)NC(Cc3ccccc3)C2=O)cc1 (stereo not drawn)	9%
COc1cc(OC)cc(C(=O)n2cnnc2N)c1	-3%
CC(C)C(OC(=O)c1cc2sccc2n1C)C(=O)NCC1CCCO1 (stereo not drawn)	-4%
Cc1onc(-c2ccccc2)c1C(=O)NCCc1c[nH]c2ccccc12	-5%
COC(=O)c1c(NC(=O)c2ccco2)sc(C(=O)N2CCCC2)c1C	-1%
Cc1ccc(SCc2[nH]nc3c2C(C(C)C)C(C#N)=C(N)O3)cc1 (stereo not drawn)	-12%
CCCOc1ccc(-c2nc(=S)[nH][nH]2)cc1	13%
COc1ccnc(Oc2ccccc2)c1C(=O)N/C=N/OCc1ccc(F)cc1Cl	1%
Cc1cccc(-n2c(SCC(=O)Nc3ccc4c(c3)OCO4)nnc2-c2ccoc2C)c1	-6%
Cc1cc(=O)[nH]c(SCCOc2ccc(Cl)cc2)n1	4%
COc1ccc(C2Nc3ccccc3C(=O)N2Cc2ccco2)cc1OC (stereo not drawn)	-8%
Cc1ccc(NC(=O)C(c2ccc(Cl)cc2)N2CCCCC2)cc1 (stereo not drawn)	-8%
COc1ccc(CCNC(=O)C2CC(=O)N(c3ccc(F)cc3)C2)cc1OC (stereo not drawn)	-1%
C=CCOc1ccccc1CN1CCSCC1	-2%
Cc1ccc(SCc2cc(=O)[nH]c(N3CCN(C)CC3)n2)cc1	2%
COc1nc(Oc2ccc(/C=N/O)cc2)nc(N(C)C)n1	-6%
CC(C)(C)c1cn(-c2ccccc2)c(=S)[nH]1	-12%
O=C(NCCN1CCN(c2cccc(Cl)c2)CC1)C1CCCN(S(=O)(=O)c2cnc[nH]2)C1 (stereo not drawn)	0%
CCCn1c(SCc2nc3sc(C)c(C)c3c(=O)[nH]2)nc2ccccc2c1=O	-10%
Cc1ccc(NC(=O)C2C3CCCC2C3c2ccccc2)cc1C (stereo not drawn)	0%
COc1ccc(/C=C2/SC(=O)N(CC(=O)Nc3ccc(C)c(C)c3)C2=O)cc1OC	-1%
COc1c(N2CCN(C(=S)Nc3ccc(F)cc3)C(C)C2)c(F)cc2c(=O)c(C(=O)O)cn(C3CC3)c12 (stereo not drawn)	-2%
Cc1ccc(C2C(C#N)=C(N)Oc3nc(-c4ccccc4)[nH]c32)o1 (stereo not drawn)	-11%
CCN(CC)C(=O)CSc1nc2ccc(NC(=O)CSc3nnc(N)s3)cc2s1	-9%
CNS(=O)(=O)c1cccc(C(=O)OCC(=O)N2CCc3ccccc3C2)c1	-16%
CC(C)NC(=O)COC(=O)c1cc(=O)[nH]c2ccccc12	10%
Cc1c(C(=O)O)oc2ccc(S(=O)(=O)NCc3ccccc3)cc12	8%
Cc1cc(NC(=O)c2cnn3c(C(F)F)cc(-c4ccccc4)nc23)no1	-17%
N#Cc1c(NC(=O)c2cc(C3CC3)on2)sc2c1CCC2	10%
Cc1ccc(COn2c(-c3ccc(Cl)cc3)nc3ccc([N+](=O)[O-])cc32)cc1	0%
COc1ccccc1N/C(=N/S(=O)(=O)c1ccc(C)cc1)c1ccc(Cl)cc1	-10%
Cc1cc(C)c(S(=O)(=O)c2ccccc2C(C)(C)C)c(C)c1	-4%
O=C(O)CCSc1nnnn1-c1ccccc1	3%
COCc1nc2ccccc2n1Cc1ccccc1Br	-6%
COc1ccc(N=C2S/C(=C\c3ccc(C)s3)C(=O)N2CC(C)C)cc1	-10%

Carrying on.
Structure	EphA4 KYL inhibition
O=C(CCn1cccc1)NC1CCCc2ccccc21 (stereo not drawn)	-8%
CC(C)(CC(=O)O)Cc1nc(-c2ccc(Cl)cc2)no1	-7%
COc1ccc(CCNC(C)=O)cc1	3%
O=C(/C=C\Nc1ccc2c(c1)OCO2)c1ccccn1	-13%
COC(=O)C1C(=O)NC(SC)=C(C#N)C1c1ccccc1 (stereo not drawn)	10%
CCc1nnc(NC(=O)CSc2nnc(Cc3cccn3C)n2C)s1	2%
CC(=O)N(C)c1ccc(NS(=O)(=O)Cc2ccccc2)cc1	5%
COc1cc2c(=O)n(Cc3ccco3)c(=O)n(CC(=O)c3cccc(Br)c3)c2cc1OC	-6%
Cc1ccc(-c2noc(C3CCCN(S(=O)(=O)c4ccc5ccccc5c4)C3)n2)o1 (stereo not drawn)	-1%
C=CCNC(=S)Nc1sc2c(c1C(=O)OCC)CC(C(C)C)OC2 (stereo not drawn)	7%
CCOC(=O)Cc1csc(NC(=O)COc2ccccc2OC)n1	-10%
CCOC(=O)c1c(P(=O)(N2CCOCC2)N2CCOCC2)noc1N	-17%

Part of the list above, reformatted:
> Cc1cccc(-n2c(SCC(=O)Nc3ccc4c(c3)OCO4)nnc2-c2ccoc2C)c1
  EphA4 KYL inhibition: -6%
> COc1ccc(-c2cc(C(=O)N(C)Cc3ccccc3)no2)cc1OC
  EphA4 KYL inhibition: 0%
> CCc1nnc(NC(=O)CSc2nnc(Cc3cccn3C)n2C)s1
  EphA4 KYL inhibition: 2%
> Cc1ccc(NC(=O)C2C3CCCC2C3c2ccccc2)cc1C (stereo not drawn)
  EphA4 KYL inhibition: 0%

Other compounds.
Structure	EphA4 KYL inhibition
CCOC(=O)c1sc(NC(=O)c2cccnc2)c(C#N)c1C	4%
CC1(NC(=O)N2CCOCC2)CCS(=O)(=O)C1 (stereo not drawn)	-3%
CCN(CC)S(=O)(=O)c1cccc(C(=O)NCC2CCCO2)c1 (stereo not drawn)	-6%
COCCNC(=O)NC1(C(F)(F)F)Oc2ccc(Cl)cc2O1 (stereo not drawn)	9%
CCN1C(=O)/C(=C/c2ccc(C(C)(C)C)cc2)SC1=S	-2%
Cc1cc(C)c(S(=O)(=O)NCC23C=CC(O2)C2C(=O)N(c4ccccc4)C(=O)C23)c(C)c1 (stereo not drawn)	-15%
COc1cccc(-c2csc(N3CCN(C(=S)Nc4ccccc4OC)CC3)n2)c1	-15%
CCN(CC)C(=O)CSc1nnc(-c2cnccn2)n1-c1ccc(C)cc1	-19%
C=CCNC(=O)CSc1nnc(-c2cccs2)o1	-7%
O=C(CP(=O)(c1ccccc1)c1ccccc1)Nn1cnnc1	-2%
N#Cc1c(NC(=O)CSc2ncnc3sccc23)oc(-c2ccco2)c1-c1ccco1	13%
CC1(C)NC(=O)N(CCCSc2ccc(Cl)cc2)C1=O	-8%

Reformatted: 4 of the compounds above
C=CCNC(=O)CSc1nnc(-c2cccs2)o1
  EphA4 KYL inhibition: -7%
O=C(CP(=O)(c1ccccc1)c1ccccc1)Nn1cnnc1
  EphA4 KYL inhibition: -2%
N#Cc1c(NC(=O)CSc2ncnc3sccc23)oc(-c2ccco2)c1-c1ccco1
  EphA4 KYL inhibition: 13%
CC1(C)NC(=O)N(CCCSc2ccc(Cl)cc2)C1=O
  EphA4 KYL inhibition: -8%

Going on with the list:
| smiles | EphA4 KYL inhibition |
| --- | --- |
| CC(C)NC(=O)CN1CCC(O)(c2ccccc2)CC1 | -2% |
| COc1cccc(-c2nc(N3CCN(c4ccccc4)CC3)c3ccccc3n2)c1O | 2% |
| Cc1ccc(C)c(CN2C(=O)C3(OCCCO3)c3ccccc32)c1 | -2% |
| O=C(NC(=S)Nc1ccc2oc(-c3cc(I)ccc3Cl)nc2c1)c1ccco1 | -6% |
| Clc1ccc(CSc2nc3ccncc3[nH]2)cc1 | -8% |
| COCCN(CCOC)S(=O)(=O)c1ccc(C(=O)Nc2nc(-c3ccncc3)cs2)cc1 | 0% |
| COc1cc(C(=O)N2c3ccccc3-c3c(ssc3=S)C2(C)C)cc(OC)c1OC | -2% |
| CCCNS(=O)(=O)c1ccc2c(c1)CCCN2C(C)=O | -16% |
| COc1ccc(C(=O)Nc2ccc(C(=O)OCC(=O)c3ccccc3)cc2)cc1 | -12% |
| CSc1nnc(-c2ccco2)n1-c1ccccc1 | 2% |
| CS(=O)(=O)N(CC(=O)Nc1ccccc1Cl)c1ccc(Cl)cc1 | -6% |
| Cc1ccc(C(=O)NNC(=O)c2ccc(SCC3CCCO3)c([N+](=O)[O-])c2)cc1 (stereo not drawn) | -15% |
| Cc1cccc(C(=O)Oc2ccc(/C=C3/SC(=S)N(c4ccccc4)C3=O)cc2)c1 | 0% |
| Cc1ccc(C(C)C)c(OCC(O)CN2CC(C)OC(C)C2)c1 (stereo not drawn) | -14% |
| CC1(C)Cc2c(sc(NC(=O)c3ccco3)c2C#N)CO1 | 7% |
| Cc1ccc(C)c(C(=O)CSc2n[nH]c(-c3ccccc3)n2)c1 | -8% |
| CC(C)C(NS(=O)(=O)c1cccc2nsnc12)C(=O)NCCC1=CCCCC1 (stereo not drawn) | 2% |
| O=C(CCn1c(=O)[nH]c2ccccc2c1=O)NCCCN1CCN(c2cccc(Cl)c2)CC1 | -6% |
| O=C(Nc1cccc(Br)c1)c1ccn[nH]1 | 1% |
| COc1cccc(C(c2nnnn2CS(=O)(=O)c2ccc(C)cc2)N2CCN(C)CC2)c1OC (stereo not drawn) | 1% |
| CN(Cc1ccccc1)C(=O)c1cc(Cl)ccc1Cl | -12% |
| CC1(C)CC(=O)C(C2NCCc3ccccc32)=C(O)C1 (stereo not drawn) | -2% |
| O=C(O)c1nc2ccccc2nc1C(=O)O | 4% |
| COc1cc(Nc2nnc(C)s2)c(Cl)cc1Cl | 2% |
| CC1(C)C(c2ccccc2)=NC(c2ccc(F)cc2)N1O (stereo not drawn) | -20% |
| Cc1cc(C(=O)Nc2cnn(Cc3ccc(Cl)cc3Cl)c2)no1 | -10% |
| CCOC(=O)N1CCN(C(=O)c2ccc3c(SCC(=O)O)c4c(nc3c2)CCC4)CC1 | -2% |
| O=c1cc(N2CCc3ccccc3C2)[nH]c(=O)n1C1CCCCC1 | -12% |
| O=C1CSC2(O1)C1CC3CC(C1)CC2C3 (stereo not drawn) | 0% |
| COc1cccc(NC(=O)c2ocnc2C)c1 | 8% |
| Cc1c(OC(C)C(=O)O)ccc2c(-c3ccccc3)cc(=O)oc12 (stereo not drawn) | -1% |
| Cc1ccc(C(O)c2nccn2C)o1 (stereo not drawn) | -11% |
| O=C(O)CSCC(=O)Nc1cc(C(F)(F)F)ccc1Cl | 6% |
| CC(NC(=O)c1ccc(Cn2cc([N+](=O)[O-])cn2)o1)c1ccccc1 (stereo not drawn) | -18% |
| C/C(=N\N=C1\NC(=O)C(CC(=O)Nc2ccc(Cl)cc2Cl)S1)c1ccc(Cl)cc1 (stereo not drawn) | -10% |
| COc1ccc(C2C(C#N)=C(N)Oc3n[nH]c(C)c32)cc1CN1CCN(c2ccc(F)cc2)CC1 (stereo not drawn) | -9% |
| Cc1ccc(-c2nnn(CC(=O)Nc3ccc(S(=O)(=O)N4CCC(C)CC4)cc3)n2)cc1 | -8% |
| COc1ccc(COCC(O)CN2CCOCC2)cc1OC (stereo not drawn) | -12% |
| CCOC(=O)c1[nH]c2ccc(Cl)cc2c1NC(=O)c1nonc1C | -15% |
| COc1ccc(NCc2nnc(SCC(=O)N3CCCc4ccccc43)n2C)cc1 | 2% |
| C[C@H](NC(=O)CCc1ccccc1)c1ccccc1 | -10% |
| CN(C)S(=O)(=O)N1CCc2ccccc2C1 | 5% |
| Cc1noc(C)c1S(=O)(=O)N(CC(=O)O)c1ccc2c(c1)OCO2 | -12% |
| COc1ccc(-n2cnc3cc(NCc4ccco4)ccc32)cc1 | 6% |
| O=C(Nc1nc2ccccc2n1CCN1CCCCC1)C1CCCCC1 | -10% |
| CCc1ccc2nc(NC3=NCN(CCN4CCOCC4)CN3)nc(C)c2c1 | -15% |
